Assay outcomes: PubChem BioAssay, The Scripps Research Institute Molecular Screening Center
GPR151 ag – activators of human GPR151. Q8TDV0. PathHunter beta-arrestin GPR151 cells, luminescence. activation, % at 11.2 µM. 650,000 tested, 1% active. AID 1508602; in the data active = activation above about 4.9%;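 also: 0% = median of compound wells and 100% = cells with positive control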
Target sequence (Q8TDV0 whole entry, looked up): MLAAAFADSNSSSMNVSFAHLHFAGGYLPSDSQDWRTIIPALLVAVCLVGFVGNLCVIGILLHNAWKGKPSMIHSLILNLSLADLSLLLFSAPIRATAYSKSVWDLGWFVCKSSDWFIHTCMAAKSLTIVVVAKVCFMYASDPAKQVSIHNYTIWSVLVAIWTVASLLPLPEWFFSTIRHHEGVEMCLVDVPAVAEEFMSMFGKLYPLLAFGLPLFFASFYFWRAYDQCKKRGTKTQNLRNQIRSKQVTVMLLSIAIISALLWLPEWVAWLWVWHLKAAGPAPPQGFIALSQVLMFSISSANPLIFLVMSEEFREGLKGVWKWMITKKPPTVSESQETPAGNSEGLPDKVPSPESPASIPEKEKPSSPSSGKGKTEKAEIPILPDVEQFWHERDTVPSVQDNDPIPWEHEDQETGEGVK
MITF primary – human MITF inhibition, primary screen; O75030; 650,000 tested, 0.91% active; AlphaScreen MITF homodimerization, bead proximity signal; inhibition, % at 2.6 µM; in the data active = inhibition above about 50%;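 also: 0% = vehicle wells with protein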
Target sequence (O75030 whole entry, looked up): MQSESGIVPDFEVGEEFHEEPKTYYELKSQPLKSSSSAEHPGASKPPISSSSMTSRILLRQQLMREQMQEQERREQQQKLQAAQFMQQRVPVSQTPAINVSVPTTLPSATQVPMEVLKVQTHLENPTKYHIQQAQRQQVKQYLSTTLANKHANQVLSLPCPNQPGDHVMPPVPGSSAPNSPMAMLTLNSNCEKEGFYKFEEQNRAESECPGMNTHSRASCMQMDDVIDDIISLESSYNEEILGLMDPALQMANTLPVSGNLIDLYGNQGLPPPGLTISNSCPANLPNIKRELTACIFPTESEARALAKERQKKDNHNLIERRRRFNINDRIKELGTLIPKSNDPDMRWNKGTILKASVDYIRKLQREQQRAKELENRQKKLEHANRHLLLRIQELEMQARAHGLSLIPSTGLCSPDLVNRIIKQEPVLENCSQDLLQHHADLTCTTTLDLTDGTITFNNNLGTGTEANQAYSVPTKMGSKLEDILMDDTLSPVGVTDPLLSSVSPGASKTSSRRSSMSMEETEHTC
TEAD-YAP inh – TEAD-YAP interaction inhibition; inhibition, % at 9.12 µM; AID 1259422; 640,000 tested, 1.4% active; HEK-TIYL cells, TEAD-Gal4/YAP UAS-luciferase luminescence; in the data active = inhibition above about 32%;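 also: 0% = median of test compound wells and 100% = reference inhibitor wells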
FBW7 activator – activators of human E3 ligase FBW7. AlphaScreen FBW7–phospho-cyclin E peptide binding, activator screen. normalized activity (activation), % at 26.1 µM. 650,000 tested, 0.13% active. AID 1259310; in the data active = normalized activity above about 1.9%;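 also: purified mutant Fbw7 with reduced substrate affinity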
* marks the source's active call; other numbers are inactive results; & = joins results of further samples.

The first 4 entries as a preview:
SMILES	GPR151 ag	MITF primary	TEAD-YAP inh	FBW7 activator
O=C1Nc2ccccc2C1(C1=CNC2C=CC=CC12)c1c[nH]c2ccccc12 (stereo unspecified)	1.2	-10	10	-0.2
CCSc1nnc2c(n1)OC(c1ccccc1)Nc1ccccc1-2 (stereo unspecified)	-0.7	-6	-5	-0.1
CCC(=O)N(Cc1cccnc1)Cc1cc2cc(C)c(C)cc2[nH]c1=O	-0.8	0	-4	-0.1
CCCN(CCC)c1nc(C(C)C)c2c(c1C#N)CC(C)(C)OC2	-1.5	15	-9	0.2

Results (from the top)
SMILES	GPR151 ag	MITF primary	TEAD-YAP inh	FBW7 activator
O=C1Nc2ccccc2C1(C1=CNC2C=CC=CC12)c1c[nH]c2ccccc12 (stereo unspecified)	1.2	-10	10	-0.2
CCSc1nnc2c(n1)OC(c1ccccc1)Nc1ccccc1-2 (stereo unspecified)	-0.7	-6	-5	-0.1
CCC(=O)N(Cc1cccnc1)Cc1cc2cc(C)c(C)cc2[nH]c1=O	-0.8	0	-4	-0.1
CCCN(CCC)c1nc(C(C)C)c2c(c1C#N)CC(C)(C)OC2	-1.5	15	-9	0.2
COC(CNc1ncnc2sc3c(c12)CCC3)OC	0.0	-3	3	0.1
CCc1nc2sc(C(c3cccc(F)c3)N3CC(C)OC(C)C3)c(O)n2n1 (stereo unspecified)	-0.8	-12	6	0.0
O=C(Cn1ccc2ccccc21)N1CCN(c2ccccc2O)CC1	-1.2	3	8	0.1
O=C(c1ccc2ccccc2c1)C1CCCN(C(=O)c2cn[nH]c2)C1 (stereo unspecified)	-0.3	-12	3	-0.1
Cc1ccccc1C(=O)Nc1c(C(=O)N2CCC(C)CC2)cnn1-c1ccccc1	1.0	-7	-5	-0.1
CNC(=S)NNC(=O)COc1ccc2c(C)cc(=O)oc2c1	0.4	-1	-3	-0.2
COc1cccc(C(=O)NC(=S)Nc2ccc(N(C)C)cc2)c1	-1.5	14	-15	-0.5
Cc1cccc(/C=N/NC(=O)C(NC(=O)c2ccccc2)c2n[nH]c(=O)c3ccccc23)c1 (stereo unspecified)	-0.1	-22	-21	0.0
C=CCN(CC=C)C(=O)CC1C(=O)NCCN1Cc1ccc(F)c(F)c1 (stereo unspecified)	0.1	3	-2	0.0
COC(=O)NC1c2ccccc2Oc2ccc(C)cc21 (stereo unspecified)	-0.8	-1	0	-0.2
COc1ccc2nc3sc(C(=O)Nc4cc(C)ccc4OC)c(N)c3cc2c1	0.4	-1	6	-0.1
O=c1cc(CN2CCN(c3ccc(F)cc3)CC2)occ1OCc1cccc(Cl)c1	1.8	-5	3	-0.1
O=C(Nc1ccc2c(c1)OCO2)C(c1ccccc1)N(CCO)Cc1ccccc1 (stereo unspecified)	0.7	-6	0	0.0
CCNc1nc2ccc(C(=O)NCCCN3CCCC3=O)cc2s1	0.1	-1	-14	-0.2
CC1CCCCN1C(=O)C1=CC(c2ccc(F)cc2)=NS(=O)(=O)N1C (stereo unspecified)	-0.5	10	-5	0.6
COc1cc(-c2nc(Nc3ccc(C)cc3)c3ccccc3n2)cc(OC)c1OC	2.3	-12	55*	0.1
CN(Cc1c(C(=O)N2CCCCCCC2)nc2ccc(Cl)cn12)C1CCOC1 (stereo unspecified)	-0.6	-7	-3	-0.1
O=C(Cn1ncc2c1-c1ccccc1OC2)NC1CCN(Cc2ccccc2)CC1	2.4	8	-3	0.2
O=C(CCn1c(=O)oc2ccccc21)Nc1cc(F)ccc1F	-1.2	-9	2	0.1
CCn1c(=O)c2cc(C(=O)N3CCN(C)CC3)sc2c2ccccc21	1.2	7	-1	-0.1
O=C(c1cnn2c(C(F)(F)F)cc(-c3ccccc3)nc12)N1CCc2ccccc2C1	-0.5	-11	-10	0.7

Next section (two carried over from the part before).
SMILES	GPR151 ag	MITF primary	TEAD-YAP inh	FBW7 activator
CCn1c(=O)c2cc(C(=O)N3CCN(C)CC3)sc2c2ccccc21	1.2	7	-1	-0.1
O=C(c1cnn2c(C(F)(F)F)cc(-c3ccccc3)nc12)N1CCc2ccccc2C1	-0.5	-11	-10	0.7
CCOc1ccc(C(=O)Nc2cccc(C(=O)Nc3cccc4ccccc34)c2)cc1[N+](=O)[O-]	-0.1	11	10	-0.1
Cn1cnnc1SCC(=O)Nc1ccccc1	1.3	-2	3	0.0
Cc1ccc(NC(=O)C(=O)NCCC(C)C)cc1	-2.2	7	-29	0.2
Cc1ccccc1C(=O)Nc1ccc2nc(SCC(=O)NCCc3ccccc3)sc2c1	2.3	15	3	0.5
CCOC(=O)c1c(N2C(N)=C(C#N)C(c3ccc([N+](=O)[O-])cc3)C3=C2CCCC3=O)sc2c1CCCCC2 (stereo unspecified)	0.4	1	16	-0.1
COCCn1nnnc1CN(Cc1cc2ccc(C)cc2[nH]c1=O)C1CCCC1	-0.2	-1	6	0.0
COc1ccccc1C(=O)N/N=C/c1ccc(F)cc1	0.2	16	-24	0.3
O=C(NCCO)c1cc([N+](=O)[O-])ccc1Cl	-0.9	-48	-3	0.0
CC(=O)Nc1c(C(=O)N2CCOCC2)sc2nc3c(cc12)COC(C)(C)C3	1.0	2	-3	-0.1
CCNc1c(NS(=O)(=O)c2ccc(C)cc2)c(=O)oc2ccccc12	0.0	0	0	0.5
Cc1cccc(C(=O)Nc2ccc(F)cc2F)c1[N+](=O)[O-]	11*	1	-8	-0.1
Cc1cccn2c(=O)c3cc(C(=O)NC4CCCC4)c(=N)n(Cc4ccccc4)c3nc12	-0.2	3	4	-0.1
CCCn1c(=O)c2sccc2n2c(CCCC(=O)N3CCN(Cc4ccccc4)CC3)nnc12	-0.8	16	8	0.8
C=CCOc1ccc2c(C)c(Cc3ccccc3)c(=O)oc2c1I	0.5	20	2	0.5
Cc1cccc(C(=O)N[C@H](C(=O)NCc2cccs2)C(C)C)c1	0.9	-1	-2	0.0
COc1ccc(NC(=O)Cn2nnc(-c3ccccc3NC(=O)c3ccncc3)n2)cc1	-0.9	-2	-11	-0.1
CCN1CCN(C(c2ccc(F)cc2)c2nnnn2Cc2ccc(OC)cc2)CC1 (stereo unspecified)	-0.1	7	8	0.2
COc1ccc(N(C(=O)c2cc(OC)c(OC)c(OC)c2)S(=O)(=O)c2ccc(C)cc2)cc1	-0.3	16	2	-0.1
CCOC(=O)c1c(NC(=O)CSc2ccccn2)sc2c1CCCC2	6.8*	11	-11	0.1
COc1ccc(NC(=O)CCCCCn2c(SCC(=O)c3ccc(Br)cc3)nc3ccsc3c2=O)cc1	0.5	-4	-3	0.2
COc1ccc(N2CCN(CCNC(=O)c3c(C)cc(=O)oc3C)CC2)cc1	-0.3	13	-5	0.1
Cc1c(/C=N\NC(=O)c2cc3ccccc3o2)c2ccccc2n1C	1.4	3	49*	0.0
CCCOC(=O)c1ccc(-c2ccc(C=O)o2)cc1	-4.1	-6	-87	0.6
O=C(NCCN1CCCCCC1)C1CCCN1S(=O)(=O)c1cccc2nsnc12 (stereo unspecified)	-0.6	-9	-3	-0.2
O=C(Nc1cccc([N+](=O)[O-])c1)c1ccc(=O)oc1	0.0	4	6	-0.1

By substructure, the compounds so far with a nitro group on carbon (5)
SMILES	GPR151 ag	MITF primary	TEAD-YAP inh	FBW7 activator
CCOc1ccc(C(=O)Nc2cccc(C(=O)Nc3cccc4ccccc34)c2)cc1[N+](=O)[O-]	-0.1	11	10	-0.1
CCOC(=O)c1c(N2C(N)=C(C#N)C(c3ccc([N+](=O)[O-])cc3)C3=C2CCCC3=O)sc2c1CCCCC2 (stereo unspecified)	0.4	1	16	-0.1
O=C(NCCO)c1cc([N+](=O)[O-])ccc1Cl	-0.9	-48	-3	0.0
Cc1cccc(C(=O)Nc2ccc(F)cc2F)c1[N+](=O)[O-]	11*	1	-8	-0.1
O=C(Nc1cccc([N+](=O)[O-])c1)c1ccc(=O)oc1	0.0	4	6	-0.1

More records
SMILES	GPR151 ag	MITF primary	TEAD-YAP inh	FBW7 activator
COc1cc(C2C(=O)N(C3CCCCC3)CC(=O)N2Cc2ccc3c(c2)OCO3)ccc1OC(C)C (stereo unspecified)	2.7	4	0	0.1
CC(C)OC(=O)c1c(NC(=O)C(F)(F)F)sc2c1CCCC2	0.9	9	-2	0.9
c1ccc2c(CN3CCN(Cc4ccncc4)CC3)c[nH]c2c1	-0.5	46	0	0.0
CCCC(=O)N1CCC(C2(Cc3ccccc3C)NC(=O)N(CCCN(C)C)C2=O)CC1 (stereo unspecified)	1.1	0	6	-0.1
CCOc1ccc(C(=O)Nc2ccc(OC)c(OC)c2)cc1Cl	1.1	1	-27	0.0
Cc1ccc(-c2nc(COC(=O)C3CC(=O)N(Cc4ccccc4)C3)cs2)cc1 (stereo unspecified)	-1.4	0	-22	0.1
COCCCNC(=S)NC(=O)c1ccccc1C	0.3	0	7	0.0
COc1ccc(S(=O)(=O)Nc2cc(C)ccc2OC)cc1	-0.4	1	58*	-0.1
CCC(=O)N1C(=O)C2(Nc3ccccc3N2)c2ccccc21	1.6	8	7	-0.2
NC(=O)C1CCN(C2CC(=O)N(CCC(c3ccccc3)c3ccccc3)C2=O)CC1 (stereo unspecified)	1.1	-2	-4	-0.1
C[N+]12CCCCC1[C@@H](CO)CCC2 (stereo partly specified)	0.4	-11	-5	0.1
Cc1cc(C)c2c(=O)[nH]n(C3CC(C)N(C)CC3C)c2n1 (stereo unspecified)	0.3	-1	-1	-0.1
Cc1cc(C)c(C(=O)N2CCOc3ccc(C(O)c4ccccn4)cc3C2)[nH]1 (stereo unspecified)	-1.3	2	-2	0.0
CN1CCCC1CCOC(C)(c1ccccc1)c1ccc(Cl)cc1 (stereo unspecified)	-0.9&2.0	16	1	0.2
CC(C)(C)Nc1nc(Cl)nc(NC2CCCCC2)n1	0.6	-12	-11	-0.1
COc1ccc(NC(=O)CNS(=O)(=O)c2ccc(N(C)C)c([N+](=O)[O-])c2)cc1Cl	1.5	0	15	-0.1
CC1CCN(C(=O)CSc2nc(C3CC3)nc3ccccc23)CC1	1.1	3	-16	-0.1
COCCN(C1CCN(CCCc2ccccc2)CC1)S(=O)(=O)c1cccc(OC)c1	0.4	-1	2	-0.2
Cc1nnc(SCC(=O)c2ccc([N+](=O)[O-])cc2)o1	-0.6	19	3	0.7
Cc1cccc(N(CC(=O)NC2CC3CCC2C3)S(=O)(=O)c2ccccc2)c1C (stereo unspecified)	-0.6	-9	4	-0.1
COc1ccc(-c2c3c(=O)n(C)c(=O)n(C)c3c3c(C)nc4ccccc4n23)cc1	0.1	6	4	0.1
CC1CN(CC(O)COc2ccccc2F)CC(C)O1 (stereo unspecified)	-0.4	2	15	-0.1
O=C(c1cccc2ncccc12)N1CCCC(c2ncncc2-c2ccncc2)C1 (stereo unspecified)	-0.5	-7	0	-0.2
COc1ccc(/C=N/Nc2ncc(F)c(N3CCOCC3)n2)c(OC)c1	-0.8	24	-24	0.2
CC1CCN(S(=O)(=O)c2ccc(S(=O)(=O)N3CCC4(CC3)OCCO4)cc2)CC1	-1.8	27	-9	0.2
SMILES	GPR151 ag	MITF primary	TEAD-YAP inh	FBW7 activator
CCOC(=O)C1CCCN(C(=O)c2sc3nc(C)nc(N(CC)CC)c3c2C)C1 (stereo unspecified)	-0.4	18	4	0.0
O=C(N/N=C/c1ccc([N+](=O)[O-])o1)c1ccc(NC(=O)C2CCCCC2)cc1	2.3	12	8	0.2
CC(NC(=O)c1ccncc1)C(c1cccs1)N1CCN(c2ccccc2F)CC1 (stereo unspecified)	0.7	19	-3	0.1
Cc1ccc(S(=O)(=O)N2CCCC2)cc1C(=O)Oc1cccc(NC(=O)c2ccccc2)c1	-0.6	1	-6	0.1
O=S(=O)(Nc1nc2n(n1)C(c1ccccc1)C=C(c1ccccc1)N2)c1ccccc1 (stereo unspecified)	-0.7	11	8	0.0
Cn1c(=O)c(=O)n(C)c2cc(S(=O)(=O)NCc3ccc(Cl)cc3)ccc21	-1.1	-1	3	0.2
COc1ccccc1NC(=O)Cc1noc(CSc2nnc(N)s2)n1	3.9	6	0	0.2
COc1ccc(C2SC(C)C(=O)N2Cc2ccccc2)cc1 (stereo unspecified)	-1.0	5	13	0.1
Cc1c(NC(=O)C(C)Sc2ccc(Cl)cc2)c(=O)n(-c2ccccc2)n1C (stereo unspecified)	1.3	8	22	0.0
CCN(CC)c1nc(NCc2cccc(C(F)(F)F)c2)nc(N2CCc3ccccc3C2)n1	-1.8	11	6	0.2
CCOC(=O)c1ccc(NC(=O)CSc2nnc(CNC(=O)c3ccc(S(=O)(=O)N(C)C)cc3)n2-c2cccc(C)c2)cc1	0.1	4	8	-0.1
COC(=O)Cn1sc2cc([N+](=O)[O-])cc([N+](=O)[O-])c2c1=O	-0.5	-3	-14	0.1
CCCCCn1c(SCC(=O)Nc2ccc(OCC)cc2)nc2cc(C(=O)NCc3ccco3)ccc2c1=O	0.9	7	22	0.3
COc1cc(C(=O)NCc2n[nH]c(=S)n2-c2ccc([N+](=O)[O-])cc2)cc(OC)c1OC	-1.0	-9	3	-0.3
Cn1ncc([N+](=O)[O-])c1C(=O)NCC(=O)O	1.4	7	3	-0.1
COc1ccc(-c2noc(=O)n2Cc2ccc(F)cc2Cl)cc1	0.8	21	19	0.1
O=C(NC(c1ccccc1)c1ccccc1)C(F)(F)F	0.4	6	-6	-0.1
CC(CNC(=O)CCNS(=O)(=O)c1ccc2[nH]c(=O)ccc2c1)c1ccccc1 (stereo unspecified)	0.3	3	6	0.1
COC(=O)c1sc(NC(=O)c2csc(C)c2)c(C#N)c1C	-0.3	18	1	0.6
CCOC(=O)c1ccc(NC(=S)NCCc2ccc(S(N)(=O)=O)cc2)cc1	-0.6	-6	10	-0.1
O=C(NCc1ccccc1)c1cc2ccccc2o1	0.6	-8	-4	0.0
